SENP1 FRET inh: SENP1 (human) catalytic domain inhibition | recombinant SENP1 catalytic domain, CyPet-SUMO1-YPet FRET cleavage | inhibition, % at 10 µM | actives 0.21% (n = 360,000);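 active = inhibition at least 30% at 10 µM, raw YFP signal under a set limit, fluorescence ratio 0.5 to 1.5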;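 also: 0% = enzyme with DMSO and 100% = no enzyme wells; some results filed as inactive read as strong as hits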
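Controls: no-enzyme wells low, DMSO-plus-enzyme wells high control. Test system: human recombinant His6-tagged SENP1 catalytic domain enzyme. Reagent: SFCypet-SUMO1-SFYpet FRET protein substrate, 25 nM final. Doses: one dose per compound, 10 µM, 0.5% DMSO. Detection: FRET, CFP and YFP emission. Timing: 50 min reaction at room temperature.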
Apaf1 inhib: inhibitors of human Apaf-1 apoptosome | inhibition, % at 20 µM | reconstituted apoptosome caspase-3 activity, DEVD-Rh110 fluorescence | actives 0.71% (n = 330,000) | AID 489030; active = inhibition of at least 40% at 20 µM;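 also: plate controls were DMSO wells for no effect and DEVD-CHO caspase inhibitor wells for full effect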
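Assay system – apoptosome proteins · Medium – Hepes buffer, pH 7.5 · Also added – cytochrome c with DEVD-Rh110 · Timing – 30 min compound preincubation, 50 min activation, room temperature · Detection – Rh110 fluorescence, excitation 480 nm, emission 540 nm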
HKDC1 inhibitor: HKDC1 (human) hexokinase inhibition | Q2TB90 | recombinant HKDC1, G6PDH/diaphorase resazurin coupled fluorescence | inhibition, % at 20 µM | actives 0.16% (n = 340,000) | AID 493160;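 active = inhibition above about 35% when tested at 20 µM, limit read from the data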;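 also: plate controls were DMSO wells with enzyme for no effect and DMSO wells lacking enzyme for full effect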
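test system = in-house recombinant HK5 (HKDC1) enzyme | amount = HKDC1 at 5 µg/mL | control set = DMSO-enzyme wells negative, buffer-substituted wells positive | compound = one dose of 20 µM, 1% DMSO | schedule = reaction time 90 min, room temperature, protected from light | technique = resorufin fluorescence at 613 nm | reagent = glucose with 1 mM ATP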
SENP7 inh: inhibitors of human SENP7 protease | inhibition, % at 5 µM | AID 434973 | recombinant SENP7, Z-RLRGG-aminoluciferin luminescence, 40 min | Q9BQF6 | actives 1.5% (n = 330,000);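 active = inhibition above about 50% at the single test dose, limit read from the data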;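 also: plate controls were DMSO with enzyme for no effect and no enzyme buffer wells for full effect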
Target sequence (Q9BQF6 706-1050 limits assumed): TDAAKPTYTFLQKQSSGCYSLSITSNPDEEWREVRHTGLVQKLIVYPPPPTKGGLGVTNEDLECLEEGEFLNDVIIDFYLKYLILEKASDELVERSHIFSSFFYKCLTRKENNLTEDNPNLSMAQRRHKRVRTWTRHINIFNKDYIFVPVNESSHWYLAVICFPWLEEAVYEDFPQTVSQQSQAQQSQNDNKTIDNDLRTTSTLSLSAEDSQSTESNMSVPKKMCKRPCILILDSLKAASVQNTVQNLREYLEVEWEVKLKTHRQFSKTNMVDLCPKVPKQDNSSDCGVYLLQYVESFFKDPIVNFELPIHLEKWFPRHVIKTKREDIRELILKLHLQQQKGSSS
SENP8 block-1: inhibitors of human SENP8 protease | purified SENP8, Z-RLRGG-aminoluciferin cleavage, luminescence | AID 2540 | Q96LD8 | inhibition, % at 10 µM | actives 1.2% (n = 330,000); in the data active = inhibition above about 50%
Target sequence (Q96LD8 whole entry, looked up): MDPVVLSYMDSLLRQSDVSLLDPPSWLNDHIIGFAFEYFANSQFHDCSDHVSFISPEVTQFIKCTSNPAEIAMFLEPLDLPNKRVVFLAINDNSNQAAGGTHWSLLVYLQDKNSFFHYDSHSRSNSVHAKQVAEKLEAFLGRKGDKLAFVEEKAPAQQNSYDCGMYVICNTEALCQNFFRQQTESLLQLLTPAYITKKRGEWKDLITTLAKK
PfG6PD inh: PfG6PD (Plasmodium falciparum) enzyme inhibition; PfGluPho enzyme, NADPH resazurin-diaphorase fluorescence; inhibition, % at 20 µM; actives 0.78% (n = 350,000); AID 504690;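 active = inhibition reaching at least a set limit at 20 µM in the primary screen, cut at about 59% in these data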;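 also: 0% = DMSO wells with substrate and 100% = DMSO wells lacking glucose-6-phosphate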
SENP6 inh: blocks the human protease SENP6; AID 2599; actives 1.8% (n = 330,000); Recombinant SENP6 catalytic domain, aminoluciferin luminescence; Q9GZR1; inhibition, % at 10 µM;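 active = inhibition above about 50% at the single tested dose, limit read from the data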;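 also: plate controls were DMSO wells with enzyme for no effect and DMSO wells lacking enzyme for full effect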
Target sequence (Q9GZR1 628-1112 limits assumed): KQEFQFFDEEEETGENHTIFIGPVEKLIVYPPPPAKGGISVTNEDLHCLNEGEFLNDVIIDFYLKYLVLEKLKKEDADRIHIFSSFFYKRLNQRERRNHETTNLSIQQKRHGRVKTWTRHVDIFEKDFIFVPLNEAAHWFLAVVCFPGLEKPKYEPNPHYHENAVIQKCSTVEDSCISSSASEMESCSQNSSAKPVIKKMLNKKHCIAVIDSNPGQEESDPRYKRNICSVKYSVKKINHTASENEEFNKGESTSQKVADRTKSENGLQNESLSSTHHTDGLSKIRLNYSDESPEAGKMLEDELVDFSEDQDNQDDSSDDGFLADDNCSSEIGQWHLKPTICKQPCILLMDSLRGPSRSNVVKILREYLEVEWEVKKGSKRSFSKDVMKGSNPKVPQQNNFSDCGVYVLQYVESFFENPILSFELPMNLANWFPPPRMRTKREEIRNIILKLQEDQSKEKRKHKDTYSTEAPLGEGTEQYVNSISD
NLRP3 yeast inh: blocks the NALP3 inflammasome reconstituted in yeast; AID 2825; actives 0.39% (n = 330,000); inhibition, % at 10 µM; Yeast reconstituted NLRP3/ASC/caspase-1, beta-gal luminescence, 24 h;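 active = inhibition of 50% or more; inactive = inhibition below 50%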;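 also: plate controls were induced DMSO wells for no effect and uninduced yeast grown without galactose for full effect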
SENP8 block-2: blocks human SENP8 cleavage of Nedd8 substrate; inhibition, % at 20 µM; recombinant SENP8, Nedd8 substrate fluorescence; AID 602440; actives 0.64% (n = 360,000); Q96LD8; in the data active = inhibition mostly above about 40%, no sharp cut-off; inactive = mostly below about 27%
The depositor's hits bear a star; i = inactive; x = no result given.

SMILES	SENP1 FRET inh	Apaf1 inhib	HKDC1 inhibitor	SENP7 inh	SENP8 block-1	PfG6PD inh	SENP6 inh	NLRP3 yeast inh	SENP8 block-2
COc1ccc(NC(C)C(=O)N2CCN(Cc3ccccc3)CC2)cc1 (stereo not given)	1	-5	3	-5	4	3	-8	24	13
Cc1ccc(CSc2nnc(-c3ccccc3N)c(=O)[nH]2)cc1	7	-2	-1	-6	-12	-27	-1	27	12
Cc1ccc(CNC(=O)Cc2ccc(Br)cc2)cc1	0	8	-1	-1	0	-4	25	13	6
Cc1ccc2nc3c(cc(C(=O)NCCCn4ccnc4)n3C)c(=O)n2c1	-19	4	5	6	-5	-1	0	-10	-335
Cc1ccc(NC(=O)C2CCN(S(=O)(=O)c3ccc4c(c3)OCCO4)CC2)nc1	0	3	-3	-6	-17	-19	-11	1	6
O=C(CC1C(=O)NCCN1C(=O)Nc1ccccc1)Nc1ccc2c(c1)OCO2 (stereo not given)	0	-8	-8	-11	3	-6	-10	20	29
COc1ccc2sc(N3C(=O)CC(Cc4cccc(C)c4)C3=O)nc2c1 (stereo not given)	4	4	-1	4	10	-2	-4	-8	22
COCCCN(C(=S)NC(=O)C12CC3CC(CC(C3)C1)C2)c1c(N)n(Cc2ccccc2)c(=O)[nH]c1=O	-10	-14	-2	-4	7	1	17	1	-1
CCOC(=O)c1ccccc1NC(=O)c1c(F)c(F)c(F)c(F)c1F	3	21	6	-10	-14	3	-16	9	4
Cc1ccc(S(=O)(=O)NC2=NCN(CC(=O)O)CN2)cc1	1	-9	-3	5	3	-9	-17	0	-7
FC(F)(F)COc1cc(-c2nnc(SCc3ccccc3)n2Cc2ccco2)cc(OCC(F)(F)F)n1	0	22	-1	5	3	20	-1	24	18
O=C(CSc1ncccc1C(=O)O)NC1CCCCC1	2	-11	1	0	0	-7	-14	1	6
CCC(=O)O/N=C(\N)c1ccc(Oc2cc(C)c(Cl)c(C)c2)c([N+](=O)[O-])c1	2	3	-5	-9	1	-2	-5	13	11
Cc1ccc2[nH]c3c(=O)n(CC(=O)Nc4ccccc4N4CCN(C)CC4)ncc3c2c1	3	15	-3	4	-4	-6	-7	6	-30
O=C(CN1C(=O)NC(c2ccccc2)(c2ccccc2)C1=O)NCc1ccccc1	0	1	5	4	5	-7	-14	3	20
Cc1ccc(C)c(NC(=O)Cc2coc3cc4c(cc23)CCC4)c1	2	1	-5	9	-5	-6	-14	23	15
CC1CN(CCOCCSc2ccc(Cl)cc2)CC(C)O1 (stereo not given)	1	1	-6	-4	-1	5	-30	11	12
O=C(O)CSCc1cn2cc(Cl)ccc2n1	0	-7	-9	0	-6	-6	-16	-22	8
COc1cc(NC(=O)COC(C)=O)c(C)cc1[N+](=O)[O-]	0	-1	5	1	2	4	10	1	22
CCN(CC(=O)NCc1cccs1)C(=O)/C=C/c1cccc(Br)c1	1	6	-6	-1	1	-2	-25	30	11
Cc1oc(-c2cccc(F)c2)nc1CN1CCCCC1CCc1ccccn1 (stereo not given)	-15	-3	0	5	4	2	-8	9	-13
Cc1cc(NC(=O)COC(=O)c2ccccc2NCCO)no1	-10	-2	6	2	-5	3	-2	7	i
COc1ccc(Cl)c(Cn2c(NCC(C)O)nc3c2c(=O)n(C)c(=O)n3C)c1 (stereo not given)	4	-7	-2	5	0	1	-17	10	5
COC(=O)[C@H](CC(C)C)NS(=O)(=O)c1ccccc1	1	-8	-6	10	-11	6	1	6	17
Cc1cccc(NC(=O)C2CCCC2)c1	3	11	-7	8	0	-10	2	4	15
Cc1ccc(S(=O)(=O)N2CCC3(CC2)OCCO3)cc1	1	-4	-6	-4	-6	3	-12	23	4
COc1ccc(-c2nc(SCC(=O)Nc3cc(C)on3)n[nH]2)cc1	0	0	-3	-8	-9	3	-14	7	10
CCS(=O)(=O)N1CCCC(c2nc(-c3cccc(OC)c3)no2)C1 (stereo not given)	-1	-9	-12	7	-2	0	-13	-49	15
Cc1ccc(C2CC(=O)Nc3sc(C(N)=O)c(N)c32)cc1 (stereo not given)	-22	-12	-3	0	2	6	-6	8	-3
CCOc1ccc2c(C)nc(NC3=NC(C)(C)C=C(C)N3)nc2c1	-18	10	1	7	-2	0	5	-5	-248
Cc1ccccc1-c1ccc(Nc2ccc(N3CCOCC3)cc2)nn1	7	5	-7	0	-11	30	-14	64*	25
COc1cc(-c2nc(C)c(C(C)=O)n2O)ccc1OCC(=O)Nc1ccc(Cl)cc1	-2	-8	3	-4	3	9	-10	27	-9
CCOC(=O)CSc1nnc(Cn2nnc(-c3ccccc3)n2)n1C	0	5	12	2	6	13	9	1	11
COc1ccccc1S(=O)(=O)Cc1ccc(C(=O)N2CCN(c3ccccn3)CC2)o1	-2	-1	-1	2	0	0	-1	16	5
CCn1ccnc1CN1CCCC(CO)(Cc2cccc(OC)c2)C1 (stereo not given)	0	-3	-4	6	2	-2	-7	-5	-2
COc1ccc(CN2CCN(CCc3ccccc3)C(CCO)C2)c(Cl)c1OC (stereo not given)	-3	5	-7	-1	8	6	6	13	5
CCCNc1nc2c(c(=O)[nH]c(=O)n2C)n1Cc1cccc(Br)c1	-1	0	0	-2	-3	-14	-9	-2	8
Cc1ccc(NC2=C/C(=N/S(=O)(=O)c3cccs3)c3ccccc3C2=O)cc1	4	92*	7	69*	46	30	77*	20	94*
Cc1cccc(C(=O)Oc2ccccc2C2C[C@]3(C)CC(=O)NC3N2C(=O)c2cccc(C)c2)c1 (stereo not given in full)	0	8	2	2	-2	0	-12	3	30
COc1ccccc1C1CC(=O)Oc2cc(C)cc(C)c21 (stereo not given)	2	26	0	-4	x	-7	x	x	12
Cc1ccc(/C=N/NC(=O)c2nnn(-c3nonc3N)c2CSc2ccccc2)cc1	-2	3	-3	-2	1	6	14	8	-2
CC(C)NC(=O)c1sc2c(c1C(=O)Nc1cccnc1)CCCC2	2	3	0	1	4	-12	-12	8	-20
CC(=O)N1CCN(c2ccccc2NC(=O)c2cc(Br)ccc2Cl)CC1	1	-8	5	6	-3	-8	-3	14	13
CN(Cc1cccs1)C(=O)c1ccc(S(=O)(=O)N2CCCCC2)cc1	1	-20	-5	3	0	-11	3	12	31
O=C(NCCc1ccccc1)c1ccc(OCCOc2ccccc2)cc1	1	-8	-8	0	11	-7	-2	-2	5
O=C1N(Cc2ccc3c(c2)OCO3)c2ccccc2C1(O)c1c[nH]c2ccccc12 (stereo not given)	-2	3	-1	3	0	-6	9	18	13
O=C(Nc1ccc(Cl)cc1)N(CCCN1CCOCC1)Cc1cccs1	3	1	-1	0	17	-1	-1	18	16
CCN(Cc1cc(=O)n2cc(Cl)c(C)c(Cl)c2n1)Cc1nc2ccccc2c(=O)[nH]1	-31	2	-3	1	7	14	5	27	-116
COc1cc(NC(=O)C23CC4CC(C2)CC(n2cnc([N+](=O)[O-])n2)(C4)C3)cc(OC)c1	6	-2	7	2	-2	6	7	3	4
Cc1c(-c2ccccc2)sc(Br)c1C(=O)N1CCOCC1	2	9	-3	1	-11	-9	2	11	18
O=C(OC1CCOC1=O)c1cncc(Br)c1 (stereo not given)	2	3	-7	5	3	-2	8	5	14
CC12CCC(C(=O)N3CCN(c4ccccc4)CC3)(CC1=O)C2(C)C (stereo not given)	x	-1	3	6	-4	-3	11	-5	x
O=C(COC(=O)c1ccc(C(F)(F)F)cc1)NC(=O)NC1CCCC1	3	4	-5	3	1	16	-9	20	-2
O=[N+]([O-])c1ccc2c(c1)[nH]c(=S)n2-c1ccccc1	3	-34	4	-7	-6	52	4	8	6
CC(=O)N1CCc2cc(S(=O)(=O)CCC(=O)NCc3ccc4c(c3)OCO4)ccc21	1	-4	2	4	-2	0	-8	8	16
O=C(CCc1nc(-c2ccccc2F)no1)NCc1ccco1	1	-12	-8	-1	-1	4	3	2	11
CN(CC(N)=O)S(=O)(=O)c1ccc(F)cc1	4	-6	-13	-7	-5	-8	-26	3	10
CC(=O)c1ccc(N2CCN(C(=O)CCCn3c(=O)[nH]c4ccccc4c3=O)CC2)cc1	1	0	4	-7	-9	7	-15	-4	-79
Cc1ccc(C(=O)CNc2cccc([N+](=O)[O-])c2)cc1	2	11	-6	-2	-16	-20	0	25	29
CC1=C(C(=O)OCC2CCCO2)C(c2ccc(F)cc2)NC(=O)N1 (stereo not given)	2	-9	-8	1	-5	-1	-8	3	8

Results in Apaf1 inhib, SENP6 inh and SENP8 block-1, for 6 of the compounds above:
smiles	Apaf1 inhib	SENP6 inh	SENP8 block-1
CCN(Cc1cc(=O)n2cc(Cl)c(C)c(Cl)c2n1)Cc1nc2ccccc2c(=O)[nH]1	2	5	7
O=C(Nc1ccc(Cl)cc1)N(CCCN1CCOCC1)Cc1cccs1	1	-1	17
CC(=O)N1CCc2cc(S(=O)(=O)CCC(=O)NCc3ccc4c(c3)OCO4)ccc21	-4	-8	-2
COc1cc(NC(=O)C23CC4CC(C2)CC(n2cnc([N+](=O)[O-])n2)(C4)C3)cc(OC)c1	-2	7	-2
O=[N+]([O-])c1ccc2c(c1)[nH]c(=S)n2-c1ccccc1	-34	4	-6
O=C(NCCc1ccccc1)c1ccc(OCCOc2ccccc2)cc1	-8	-2	11

A stretch from the list above:
SMILES	SENP1 FRET inh	Apaf1 inhib	HKDC1 inhibitor	SENP7 inh	SENP8 block-1	PfG6PD inh	SENP6 inh	NLRP3 yeast inh	SENP8 block-2
Cc1ccc(C(=O)CNc2cccc([N+](=O)[O-])c2)cc1	2	11	-6	-2	-16	-20	0	25	29
CC1=C(C(=O)OCC2CCCO2)C(c2ccc(F)cc2)NC(=O)N1 (stereo not given)	2	-9	-8	1	-5	-1	-8	3	8

Further entries:
SMILES	SENP1 FRET inh	Apaf1 inhib	HKDC1 inhibitor	SENP7 inh	SENP8 block-1	PfG6PD inh	SENP6 inh	NLRP3 yeast inh	SENP8 block-2
CCCC(=O)Nc1cccc(-c2cn3ccsc3n2)c1	1	0	-3	0	6	12	17	9	12
Cc1cc(C)nc(N/N=C/c2ccc3c(c2)OCCO3)n1	1	-5	-8	-6	-9	-2	-30	14	-8
COc1ccc(NC(=O)c2cc(S(=O)(=O)N3CCCC3)ccc2C)cn1	1	1	1	-6	-10	-5	3	9	9
NC(=O)CCCn1c(C(=O)c2cc(Cl)c(N)c(Cl)c2)c2ccc([N+](=O)[O-])cc2[n+]1[O-]	30*	8	15	-4	-2	3	-5	6	20
COc1ccc(N2CCN(CCCNC(=O)Cn3c(=O)c4cccn4c4cccnc43)CC2)cc1	-92	5	-1	2	0	13	9	8	-24
CC(NC(=O)c1ccc(NC2=NC3CS(=O)(=O)CC3S2)cc1)c1ccccc1 (stereo not given)	0	-6	-5	4	1	-7	-13	4	11
Cc1ccc(C(=O)NCCNS(C)(=O)=O)cc1	0	-1	-2	3	-3	-21	-2	18	12
O=c1c2ccccc2nc2c3ccccc3c(NCCN3CCOCC3)nn12	x	10	x	2	2	x	-7	-4	x
Cc1cc(Cn2nc(C(=O)NCc3cccc(C(F)(F)F)c3)cc2-c2ccccc2)on1	1	26	6	7	-1	19	-1	-1	19
C=CCSc1nnc(-c2c[nH]c3ccccc23)n1CC	3	x	-1	x	x	12	x	x	10
Cc1csc(=O)n1CC(=O)OCc1nnc(-c2ccc([N+](=O)[O-])cc2)o1	3	-10	-4	-1	6	-9	1	-14	9
